# Screens: PubChem BioAssay, several laboratories
# HSF1 activator: increases HSF-1 driven luciferase reporter signal; NIH3T3-HGL HSF-1 luciferase reporter, MG132, 8 h; 100% = twice DMSO control signal; activation, % at 9 µM; 300,000 tested, 1.7% active; AID 504408;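 active = mean replicate activation of at least 50% with a set share of replicates each reaching 50%; inconclusive = only one of those two conditions met; inactive = mean below 50% and too few replicates reaching it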;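 also: 0% = median of the neutral control wells and 100% = twice that signal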
# HSP90 refold inh: HSP90 refolding inhibition in rabbit reticulocyte lysate | luciferase refolding luminescence, 3 h | inhibition, % at 5.6 µM | 290,000 tested, 0.91% active;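 active = inhibition above the screen-wide mean plus 3 SD, computed separately per campaign, cut at about 16% in these data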;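 also: 0% = DMSO wells and 100% = 60 µM geldanamycin wells; inhibitors lower the luminescence because luciferase stays unfolded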
# HIF activator: HIF pathway transcriptional activation | activation, % at 7.5 µM (by protocol) | 300,000 tested, 0.32% active | U2OS HRE-luciferase reporter, luminescence; normalized: DMSO 0%, desferrioxamine 100% | AID 1910;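 active = mean activation of at least 10% of the iron chelator positive control signal, with at least half of replicates also reaching 10%; inconclusive = mean and replicate majority disagree about reaching 10%; inactive = mean and most replicates under 10%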
# HDAC3 inhib: blocks human histone deacetylase 3 | O15379 | recombinant HDAC3, fluorogenic peptide/trypsin coupled, fluorescence | inhibition, % at 8.3 µM | 320,000 tested, 0.15% active | AID 2718; in the data active = inhibition above about 26%, passing the limit was not always enough; inconclusive = no clear call, values can overlap the other calls
# Target sequence (O15379 whole entry, looked up): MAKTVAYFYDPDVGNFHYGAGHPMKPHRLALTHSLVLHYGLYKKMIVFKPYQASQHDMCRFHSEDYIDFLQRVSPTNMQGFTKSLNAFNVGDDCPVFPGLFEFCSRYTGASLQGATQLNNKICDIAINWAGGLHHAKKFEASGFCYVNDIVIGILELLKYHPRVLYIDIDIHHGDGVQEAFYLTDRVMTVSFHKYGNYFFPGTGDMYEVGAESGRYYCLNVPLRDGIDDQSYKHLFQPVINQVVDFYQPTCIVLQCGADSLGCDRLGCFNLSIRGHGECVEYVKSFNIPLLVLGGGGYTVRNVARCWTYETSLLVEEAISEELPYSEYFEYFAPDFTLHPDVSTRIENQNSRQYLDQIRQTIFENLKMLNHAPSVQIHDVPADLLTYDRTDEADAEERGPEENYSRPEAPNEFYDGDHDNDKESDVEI
# IEC-6 tox: IEC-6 cytotoxicity, counter-screen for KLF5 inhibitors. AID 1825. luminescence viability. inhibition, % at 5 µM. 290,000 tested, 0.78% active; in the data active = inhibition above about 22%;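 also: 0% = plate median of test compound wells and 100% = cytotoxic reference compound wells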
# Platelet DG rel: modulates dense granule release in human platelets; 300,000 tested, 0.22% active; human platelet-rich plasma, SFLLRN dense granule ATP release, luminescence; inhibition, %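 (compounds screened at 7.5 µM in platelet-rich plasma)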;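 active = mean replicate score, as percent of positive control, at or above 50; inconclusive = mean below 50 but at least one replicate at or above 50; inactive = mean and every replicate below 50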
# AI-2 QS modul: modulates the Vibrio harveyi AI-2 quorum sensing system. activity change, % at 7.5 µM. AID 2094. 300,000 tested, 0.4% active. Vibrio harveyi JMH597 AI-2 luminescence/OD600 ratio, 9 h; stronger effect = lower value; strain lacks LuxN and CqsS sensors; 0 = neutral-control median; in the data active = activity change below about -75%, passing the limit was not always enough; inconclusive = no clear call, values can overlap the other calls;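 also: luminescence divided by OD600 gain over 9 h not by final OD600 alone; inactives centre near 13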
# KLF5 inh: inhibitors of KLF5 expression; AID 1700; inhibition, % at 5 µM; DLD-1 KLF5 promoter-luciferase reporter, luminescence; 290,000 tested, 0.23% active;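 active = inhibition above a per-plate limit of that plate's mean compound inhibition plus 3 SD, cut at about 60% in these data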;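 also: 0% = DMSO wells and 100% = LY294002 at 200 µM; higher means less KLF5 promoter-driven luciferase light; inactives centre near -14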
# HSF1 inhib: HSF1 inhibition; NIH3T3-HGL HSE-luciferase, MG132-induced, luminescence 8 h; stronger effect = lower value; activity change, negative = inhibition, % at 7.5 µM (by protocol); 300,000 tested, 0.77% active; AID 2098;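 active = more than half of replicate wells show activity change below -50%, luminescence cut by over half; inconclusive = some wells, but at most half, below -50%; inactive = no replicate well below -50%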;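 also: luciferase reports HSF-1 transcriptional activity via heat shock element; 0% = median of DMSO wells and -100% = zero luminescence signal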
# aSyn 5UTR inh: 5' untranslated region of α-synuclein, MLPCN primary screen | alpha-synuclein 5'UTR reporter, inhibitor activity | AID 1813 | 300,000 tested, 0.82% active | inhibition, % (tested at 7.5 µM); in the data active = inhibition above about 60%; inconclusive = no clear call, values can overlap the other calls;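 also: H4 neuroglioblastoma cells stably carrying SNCA 5'UTR luciferase fusion; 0% = DMSO wells and 100% = positive control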
# Numbers without * were called inactive; i = inactive; u = inconclusive; x = not tested or not shown.
1: COc1cc(/C=N/n2nnnc2N)ccc1OCc1c(C)no[n+]1[O-]
2: O=S(=O)(NCc1ccncc1)c1ccccc1
3: COc1ccc(OC)c(NC(=O)c2c(NC(=O)CCC(=O)O)sc3c2CCCCC3)c1
4: O=C(CNC(=O)c1ccc(-c2ccccc2)cc1)OCc1c(Cl)cccc1Cl
5: COc1ccc(C(=O)Cn2c(NCCO)nc3ccccc32)cc1OC
6: CCCC(C(=O)NC1CCCC1)N(Cc1ccc(F)cc1)C(=O)c1snc(C(N)=O)c1N (stereo not drawn)

assay / entry	1	2	3	4	5	6
HSF1 activator	13	-4	7	-31	5	22
HSP90 refold inh	-4	-2	0	-1	0	3
HIF activator	0.2	0.0	-0.2	0.3	-0.2	-2.8
HDAC3 inhib	2	-6	9	-3	4	u
IEC-6 tox	-2	-8	-11	-8	0	-9
Platelet DG rel	6	1	-4	-8	4	2
AI-2 QS modul	32	12	21	14	30	18
KLF5 inh	-21	-50	4	-6	-8	-1
HSF1 inhib	1	-5	2	-16	-6	-4
aSyn 5UTR inh	-21	19	-29	19	36	-15

7: CC1(C)C2CC=C(/C=N/NC(=O)c3ccccc3Br)C1C2 (stereo not drawn)
8: CCC(C)COC(=O)c1ccc(C(=O)O)cc1 (stereo not drawn)
9: O=C(Nc1ccc(S(=O)(=O)N2CCCC2)cc1)c1c(F)cccc1F
10: NC(=O)C1CCCN(C(=O)c2ccc(Cl)cc2)C1 (stereo not drawn)
11: O=S(=O)(c1ccccc1F)N1CCC(c2nc3ccccc3[nH]2)CC1
12: C/C(N)=C(/C#N)C(=O)COC(=O)c1ccc(NC(N)=O)cc1

assay / entry	7	8	9	10	11	12
HSF1 activator	x	14	-8	0	19	-9
HSP90 refold inh	1	-1	5	-1	-3	2
HIF activator	-0.1	-0.6	-0.1	-0.3	-0.1	-0.5
HDAC3 inhib	2	2	-6	1	-4	-2
IEC-6 tox	1	10	6	4	2	-7
Platelet DG rel	18	-2	12	5	1	14
AI-2 QS modul	3	18	u	23	17	11
KLF5 inh	-20	-27	-6	17	-47	-7
HSF1 inhib	x	0	-8	-6	-1	-3
aSyn 5UTR inh	22	19	0	-19	-9	7

13: CCOC(=O)c1ncn2c1C(=O)OC2(C)C
14: CC(C)Nc1nc(NC(C)C)nc(OCCOC(=O)Nc2ccccc2)n1
15: C1CN(CC2CCN(c3nc4nonc4nc3N3CCSCC3)CC2)CCO1
16: Cc1ccc(-c2nc3ncccc3o2)cc1NC(=O)c1ccc([N+](=O)[O-])o1
17: COc1cccc(CCc2nnc(CCC(=O)N3CCN(Cc4ccccn4)CC3)o2)c1
18: O=C(/C=C/c1ccccn1)c1cc(Br)ccc1O

assay / entry	13	14	15	16	17	18
HSF1 activator	-2	30	x	139*	0	10
HSP90 refold inh	1	1	3	2	-1	-1
HIF activator	0.2	1.5	0.3	-0.3	-0.4	0.6
HDAC3 inhib	2	5	5	0	-1	0
IEC-6 tox	-19	0	-2	98*	1	-4
Platelet DG rel	-4	-5	-4	1	10	8
AI-2 QS modul	11	23	31	26	9	-21
KLF5 inh	2	-65	4	-7	-22	-37
HSF1 inhib	-6	16	x	91	-3	10
aSyn 5UTR inh	17	-44	-30	i	4	6

19: COCC1CCCCN1C(=O)c1cc(COc2ccc3ncccc3c2)on1 (stereo not drawn)
20: Cn1c(SCC(=O)N=Nc2c(O)[nH]c3ccccc23)nc2ccccc21
21: Cc1ccc(-c2ccc(/C=N\NC(=O)C3C(=O)NCC3c3ccccc3)o2)cc1Cl (stereo not drawn)
22: O=C(C1CCCN(S(=O)(=O)c2cnc[nH]2)C1)N(CCc1ccccc1)Cc1ccccc1 (stereo not drawn)
23: COc1ccc(CCC(=O)NNC(=O)c2cc(Cl)ccc2OC)cc1
24: Cc1cccc2nc(CSCc3ccco3)cn12

assay / entry	19	20	21	22	23	24
HSF1 activator	-79	16	10	10	-1	11
HSP90 refold inh	-3	-2	1	4	1	2
HIF activator	-0.1	-0.4	1.3	x	0.1	1.7
HDAC3 inhib	-1	4	14	-4	-7	-2
IEC-6 tox	14	-8	5	-2	0	-5
Platelet DG rel	-5	u	0	6	-17	-17
AI-2 QS modul	9	42	30	27	13	15
KLF5 inh	-18	13	-8	-10	-17	-105
HSF1 inhib	-72*	0	9	3	4	23
aSyn 5UTR inh	-24	-6	1	-2	1	-58

25: CCc1c(C)nn(C(=O)/C(C#N)=C\N(C)C)c1C
26: CCOc1ccccc1/C=N/Nc1ccnc(=O)[nH]1
27: Cn1c(=O)c2c(SCC(=O)NCC3CCCO3)nc(CC(C)(C)C)nc2n(C)c1=O (stereo not drawn)
28: O=C(NCc1ccco1)C(c1ccco1)N(Cc1cccs1)C(=O)Cn1nnc2ccccc21 (stereo not drawn)
29: CC(C)(C)c1ccc(NC(=O)COC(=O)CCN2C(=O)c3cccc([N+](=O)[O-])c3C2=O)cc1
30: CCN(CC)S(=O)(=O)c1ccc(N2CCCC2)c(C(=O)Nc2ccc(OC)c(Cl)c2)c1

assay / entry	25	26	27	28	29	30
HSF1 activator	9	-10	7	1	-3	1
HSP90 refold inh	-5	-1	-3	-1	0	1
HIF activator	-0.4	-39	-0.2	-0.7	0.1	-0.2
HDAC3 inhib	0	-2	-15	4	0	5
IEC-6 tox	-4	2	-8	5	5	-2
Platelet DG rel	-4	10	1	x	3	-10
AI-2 QS modul	21	23	10	5	34	17
KLF5 inh	-26	-14	-16	3	11	-13
HSF1 inhib	4	-4	5	-2	-4	7
aSyn 5UTR inh	1	-10	11	-11	-20	-6

31: O=C(Nc1ccc2c(c1)OCO2)c1ccccc1
32: CC(=O)NCCCC(=O)NNC1CC(=O)N(c2cccc(Cl)c2)C1=O (stereo not drawn)
33: Cc1ccc(N=C2NC(=O)/C(=C/c3cccn3C)S2)cc1
34: Cc1ccc(S(=O)(=O)NCCOc2nc(N(C)C)nc(N(C)C)n2)cc1
35: CCCCn1c(-c2ccco2)nc2oc3ccccc3c(=O)c2c1=O
36: CCCN(CCC)S(=O)(=O)c1cc(CN2C(=O)c3cccnc3C2=O)ccc1OC

assay / entry	31	32	33	34	35	36
HSF1 activator	58*	-16	18	-11	1	10
HSP90 refold inh	9	-3	-5	1	1	-5
HIF activator	-23	-0.5	6.5	0.3	0.5	0.6
HDAC3 inhib	2	2	0	4	-2	17
IEC-6 tox	-4	4	14	-8	-1	-10
Platelet DG rel	10	20	3	-2	5	-11
AI-2 QS modul	x	7	8	11	4	12
KLF5 inh	-74	-8	-43	-25	-25	-34
HSF1 inhib	21	-11	16	2	1	-5
aSyn 5UTR inh	-120	-10	-80	14	-21	-19

37: CCCN1CC(=O)N2C(c3ccccc3)c3[nH]c4ccccc4c3C[C@H]2C1=O (stereo partly drawn)
38: CCC(CC)c1nnc(NC(=O)C2CCCO2)s1 (stereo not drawn)
39: Cc1ccccc1CNCc1ccc2c(c1)OCO2
40: CNC(=O)c1cnc(-c2ccccc2)nc1-c1ccccc1
41: O=C(CN(C(=O)CCC(=O)Nc1nccs1)c1ccc2c(c1)OCCO2)NCc1ccco1
42: CCOC(=O)N1CCC(NC(=O)c2ccc(CS(=O)c3ccc(Cl)cc3)o2)CC1 (stereo not drawn)

assay / entry	37	38	39	40	41	42
HSF1 activator	8	6	2	2	-4	0
HSP90 refold inh	0	5	6	-4	-3	-4
HIF activator	-2.0	0.2	0.3	-0.8	0.1	0.1
HDAC3 inhib	9	0	x	-2	16	1
IEC-6 tox	-4	1	5	-2	-2	7
Platelet DG rel	3	-7	-6	-8	4	11
AI-2 QS modul	54	12	18	2	17	x
KLF5 inh	-26	12	-7	-43	-27	7
HSF1 inhib	-5	3	-7	0	-11	-2
aSyn 5UTR inh	4	-18	10	12	14	1

# Just aSyn 5UTR inh, AI-2 QS modul and HSF1 inhib, for three of the compounds above:
entry	Molecule	aSyn 5UTR inh	AI-2 QS modul	HSF1 inhib
4	O=C(CNC(=O)c1ccc(-c2ccccc2)cc1)OCc1c(Cl)cccc1Cl	19	14	-16
5	COc1ccc(C(=O)Cn2c(NCCO)nc3ccccc32)cc1OC	36	30	-6
6	CCCC(C(=O)NC1CCCC1)N(Cc1ccc(F)cc1)C(=O)c1snc(C(N)=O)c1N (stereo not drawn)	-15	18	-4

# Further compounds
43: Cc1ccc(S(=O)(=O)Nc2ccccc2C(=O)N2CCCCC2C)c(C)c1NS(C)(=O)=O (stereo not drawn)
44: CCOC(=O)C1=C(CSc2n[nH]c(N)n2)NC(=O)NC1C (stereo not drawn)
45: Nc1c(C(=O)NCc2ccccc2)nnn1Cc1ccccc1
46: COc1cc(C(=O)N2CCN(C(=O)CC(C)C)CC2)cc(OC)c1OC
47: CCC(CC)COC(=O)C1=C(C)NC(=O)NC1c1cccc([N+](=O)[O-])c1 (stereo not drawn)
48: Cc1ccc(NC(=O)CN2CCN(Cc3ccccc3)CC2)cc1

assay / entry	43	44	45	46	47	48
HSF1 activator	0	-5	3	-78	-1	-19
HSP90 refold inh	4	0	-3	0	2	1
HIF activator	1.2	-0.5	0.5	-0.2	-1.0	0.6
HDAC3 inhib	0	-4	7	-3	13	2
IEC-6 tox	-3	-6	4	0	3	6
Platelet DG rel	1	5	-4	-1	-8	-5
AI-2 QS modul	x	23	12	23	34	1
KLF5 inh	-3	-14	-5	-2	11	-56
HSF1 inhib	0	-8	1	-73*	9	-10
aSyn 5UTR inh	22	6	-6	-3	11	7

49: O=C(c1cc(-c2cccs2)nn1-c1ccccc1)N1CCN(S(=O)(=O)c2ccccc2)CC1
50: Cc1ccc(C)c(COc2coc(CN3CCN(C(=O)c4ccco4)CC3)cc2=O)c1
51: Cc1ccc(S(=O)(=O)N2CCOCC2)cc1NC(=O)c1cccc(S(=O)(=O)N2CCCC2)c1
52: CCCN(CCC)C(=O)Cn1c(=O)c2ccccc2n2c(=S)sc(-c3ccccc3C)c12
53: O=C(Nc1cccc(F)c1)C1CCN(C(=O)NCc2ccccc2)CC1
54: O=C(NCCCN1CCOCC1)[C@@H]1CSC2c3ccccc3C(=O)N21 (stereo partly drawn)
55: CCS(=O)(=O)N1CCN(C(=O)c2ccc(-c3ccccc3)cc2)CC1
56: COC(=O)Cn1c(C)nc2c(sc3nc(C)cc(C)c32)c1=O

assay / entry	49	50	51	52	53	54	55	56
HSF1 activator	-15	14	-2	37	3	-5	2	44
HSP90 refold inh	x	x	0	-1	-3	2	-1	-3
HIF activator	-0.1	-0.2	-0.6	0.1	0.0	-0.7	-0.7	3.1
HDAC3 inhib	-5	-1	1	6	-3	1	5	4
IEC-6 tox	x	x	-3	2	-6	3	6	2
Platelet DG rel	-14	-16	12	-15	-1	4	2	9
AI-2 QS modul	10	15	8	27	16	3	1	16
KLF5 inh	x	x	-13	0	-4	-1	0	-34
HSF1 inhib	-1	-5	1	24	-1	-8	-7	15
aSyn 5UTR inh	15	14	-4	-11	7	-9	20	-76

# Shown as a hit in HSF1 inhib, among the entries above:
cpd	structure	HSF1 activator	HSP90 refold inh	HDAC3 inhib	Platelet DG rel	AI-2 QS modul	KLF5 inh	HSF1 inhib	aSyn 5UTR inh
19	COCC1CCCCN1C(=O)c1cc(COc2ccc3ncccc3c2)on1 (stereo not drawn)	-79	-3	-1	-5	9	-18	-72*	-24
46	COc1cc(C(=O)N2CCN(C(=O)CC(C)C)CC2)cc(OC)c1OC	-78	0	-3	-1	23	-2	-73*	-3
